HT1080NT lethal: qHTS for induction of synthetic lethality in tumor cells producing 2HG: qHTS for the HT-1080-NT fibrosarcoma cell line; HT-1080-NT fibrosarcoma viability, CellTiter-Glo ATP luminescence, 48 h; AID 686970, 2013; Potency, µM (titrated, usually from 46.1 µM), inactives show at the highest dose activity, negative = less viability, actives largely listed as cytotoxic; actives 1.6% (n = 360,000);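 further: NT is the 2HG producing partner of a matched IDH1 knockdown line; 0% = DMSO-treated cells and -100% = media-only wells without cells; nearly all actives have a fitted effect of over 55% in size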
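Compounds were tested in concentration-response format on HT-1080-NT cells for 48 hours at 37 degrees C. Cell viability came from CellTiter-Glo luminescence; curves were classified by r2, response magnitude and activity.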
SW480 rereplic: A quantitative high throughput screen for small molecules that induce DNA re-replication in SW480 colon adenocarcinoma cells; SW480 DNA re-replication, Hoechst DNA content imaging, 48 h; Potency, µM (series often up to 46.1 µM), for inactives: at the top dose re-replication activation, hits mostly activators; actives 1.8% (n = 340,000); AID 624297, 2012; further: % of control where 0% means no effect; nearly all actives have a fitted effect of over 55% in size
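Compounds, transferred as 23 nL by pin tool, were incubated with cells for 48 hr; DNA content per nucleus was then quantified by Hoechst staining and fluorescence plate imaging.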
GLP-1R inv ag: qHTS of GLP-1 Receptor Inverse Agonists (Inhibition Mode). Glucagon-like peptide 1 receptor (Homo sapiens), P43220. HEK293 GLP-1R CRE-luciferase, luminescence, 24 h; GLP-1R form is constitutively active. Potency, µM (titrated, usually from 38.3 µM), inactives show top-dose activity change, negative = inhibition, most hits filed as inhibitors. actives 1.6% (n = 410,000); further: on the % scale 0 is the no-effect control and ±100 the full control effect; nearly all actives have a fitted effect of over 55% in size
Target sequence (P43220 whole entry, looked up): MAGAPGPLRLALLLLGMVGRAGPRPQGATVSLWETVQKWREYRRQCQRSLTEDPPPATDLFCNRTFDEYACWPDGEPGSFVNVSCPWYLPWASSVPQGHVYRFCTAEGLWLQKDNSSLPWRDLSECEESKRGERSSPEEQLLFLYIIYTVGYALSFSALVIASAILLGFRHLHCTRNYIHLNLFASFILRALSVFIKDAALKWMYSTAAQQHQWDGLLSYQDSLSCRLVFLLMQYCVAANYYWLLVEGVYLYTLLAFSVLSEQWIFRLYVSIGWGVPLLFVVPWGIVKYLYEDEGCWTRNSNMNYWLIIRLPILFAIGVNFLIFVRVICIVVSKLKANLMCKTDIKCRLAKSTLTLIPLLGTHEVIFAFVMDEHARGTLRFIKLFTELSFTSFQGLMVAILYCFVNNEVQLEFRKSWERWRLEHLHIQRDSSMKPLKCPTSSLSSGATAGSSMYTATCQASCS
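Inverse agonists were sought by their lowering of basal cAMP reporter luciferase output in HEK293 cells stably carrying constitutively active human GLP-1R, after 24 h compound treatment.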
HT1080 IDH1KD tx: qHTS for induction of synthetic lethality in tumor cells producing 2HG: qHTS for the HT-1080-IDH1KD cell line; HT-1080 IDH1 knockdown viability, ATP luminescence, 48 h; Potency, µM (doses to about 46.1 µM), inactives show at the top dose activity, negative = toxicity, actives largely listed as cytotoxic; actives 2% (n = 360,000); AID 686971, 2013;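 further: 0% = DMSO wells and -100% = cell-free medium wells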
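After a 2 h attachment period, IDH1KD HT-1080 cells took pin-transferred compound for 48 h at 37 °C; ATP-based luminescence after 10 min room-temperature reagent incubation reported viability.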
GLP-1R agonist: qHTS of GLP-1 Receptor Agonists; Glucagon-like peptide 1 receptor (Homo sapiens), P43220; HEK293 GLP-1R CRE-luciferase, luminescence, 4-6 h; cells express a hypersensitive GLP-1R form; Potency, µM (highest dose often 45.6 µM), for the others: at the top dose activation, most hits filed as activators; actives 0.007% (n = 380,000); AID 624172, 2012; further: % of control where 0% means no effect
HEK293 tox: qHTS of GLP-1 Receptor Inverse Agonists: Cytotox Screen | AID 624418, 2012 | Potency, µM (doses to about 38.3 µM), inactives show top-dose activity change, negative = inhibition, most hits filed as inhibitors | actives 0.13% (n = 410,000) | HEK293 cAMP-luciferase reporter cells, luminescence, 24 h;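 further: loss of luciferase light is scored as toxicity; on the % scale 0 is the no-effect control and ±100 the full control effect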
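MLSMR compounds, 24 hr on cells at 37 deg C/5% CO2; luminescence after luciferase reagent (12 min RT). Inhibition counted as the undesired cytotoxic outcome.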
KB-V1 MDR tox: qHTS assay for MDR1-selective chemotherapeutics: Primary screen using the drug-selected MDR subline cells KB-V1; Potency, µM (series often up to 46.1 µM), for the others: top-dose activity change, negative = cytotoxicity, hits mostly cytotoxic; KB-V1 MDR cells viability, CellTiter-Glo, 72 h; actives 3.4% (n = 400,000); further: on the % scale 0 is the no-effect control and ±100 the full control effect; nearly all actives have a fitted effect of over 60% in size
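qHTS viability screen in drug-selected KB-V1 MDR cells: 72 h compound treatment at 37 degrees C, ATP luminescence end point.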
KB-3-1 cytotox: qHTS assay for MDR1-selective chemotherapeutics: Primary screen using the parental adenocarcinoma cell KB-3-1; actives 1.4% (n = 400,000); AID 1347075, 2019; KB-3-1 viability, CellTiter-Glo ATP luminescence, 72 h; Potency, µM (highest dose often 46.1 µM), inactives show at the top dose activity change, negative = cytotoxic, most hits filed as cytotoxic; further: on the % scale 0 is the no-effect control and ±100 the full control effect; nearly all actives have a fitted effect of over 60% in size
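KB-3-1 parental drug-naive adenocarcinoma cells in DMEM/10% FBS, incubated 72 h at 37 C with pin-transferred compounds across a concentration series. Viability by CellTiter-Glo luminescence; concentration-response curves fitted after normalization.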
TDP-43 yeast inh: qHTS of TDP-43 Inhibitors; TDP-43 expressing yeast growth rescue, BacTiter-Glo, 24 h; Potency, µM (highest dose often 46.1 µM), inactives show at the highest dose growth rescue (activation), actives largely listed as activators; actives 1.8% (n = 410,000); further: % of control where 0% means no effect; nearly all actives have a fitted effect of over 50% in size
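Yeast expressing TDP-43 (pregrown in raffinose, seeded at OD600=0.02 in galactose medium) exposed to compounds 24 hr at 30 deg C. Growth read by BacTiter-Glo luminescence; rescue of toxicity appears as increased signal.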
The depositor's hits bear a star; ? = inconclusive; . = not tested or not shown; & = joins results of further samples; [ ] = dose if it differs, or a comment. The call rests on the fitted dose curve; in most records, active means well fitted curve in the direction sought with a large enough effect; inconclusive means small, poorly fitted or top-dose-only effect, or another doubt; inactive means no such curve, though single readings can be large; an effect the other way counts as inactive or inconclusive. Potency means the concentration at half of the fitted maximal effect.

Each structure is followed by: GLP-1R agonist	SW480 rereplic	KB-3-1 cytotox	GLP-1R inv ag	KB-V1 MDR tox	HT1080NT lethal	HT1080 IDH1KD tx	TDP-43 yeast inh	HEK293 tox
COCCNC(=O)C(c1ccc(O)cc1)N(C(=O)CCC(=O)Nc1nccs1)c1ccc(C)cc1 (stereo not given)
    8%	-16%	0%	13%	1%	-3%	0%	-14%	-4%
Fc1ccc2c(c1)C1OCCCC1C(c1ccccc1)N2 (stereo not given)
    -2%	?	-4%	?	-22%	?	?	?	-6%
N#Cc1ccc(OCC(=O)OCC(=O)N2CCc3ccccc32)cc1
    2%	.	1%	12%	21%	-1%	6%	23%	-15%
O=C(NN1C(=O)C2C(C1=O)C1C=CC2C12CC2)c1cccc(Cl)c1 (stereo not given)
    -4%	-1%	1%	-14%	-3%	-2%	-10%	-7%	-17%
CCOc1ccc(-n2c(O)c(/C=N/NC(=O)C3COc4ccccc4O3)c3ccccc3c2=O)cc1 (stereo not given)
    1%	17%	?	?	?	0%	-23%	27%	78%[activator]
COc1ccc(C(=O)OCC(=O)Nc2ncc([N+](=O)[O-])s2)cc1OC
    -3%	-17%	10%	6%	?	-1%[9.24 µM]	-3%	10%	-21%
CCCC(=O)Nc1ccccc1NC(=O)CCC
    -10%	3%	30%	-11%	2%	6%	5%	-22%	5%
CCC(=O)N1N=C(c2ccc(C)o2)CC1c1ccc(Br)cc1 (stereo not given)
    -2%	0%	-10%	?	?	-8%	-2%	18µM*	0%
Cc1cc(Cl)ccc1NS(=O)(=O)c1ccc2c(c1)CC(C)N2C(=O)C1CCC1 (stereo not given)
    .	.	?	?	0%	.	.	?	-3%
Cc1ccccc1-n1c(Cn2c(=O)sc3ccccc32)nnc1SCC(=O)N1CCCC1
    2%	9%	-6%	-4%	-2%	11%	-3%	24%	2%
O=C(Cc1ccccc1)NNC(=O)C1CCN(c2ncccn2)CC1
    1%	-8%	-1%	0%	0%	7%	27%	-14%[0.397 µM]	2%
COc1ccc(C(=O)c2sc(Nc3cccc(OC)c3)c(C(=O)Nc3cccc(C)c3C)c2N)cc1
    -18%	?	?	?	?	?	?	10%	?
O=C(/C=C/c1cccc([N+](=O)[O-])c1)NCCSc1ccccc1
    12%	-3%	24%	-25%	-3%	0%	5%	28%	-12%
COC(=O)[C@@]12CCCN1[C@H](c1ccc(-c3ccccc3)cc1)[C@H]1C(=O)N(C)C(=O)[C@H]12
    1%	-14%	-15%	-3%	-13%	0%	2%	-1%	11%
Cc1ccc(CC(=O)Nc2ccc(Cl)cn2)cc1
    1%	11%	3%	-30%	3%	12%	9%	8%	-23%
CCOc1ccc(/C=C2\SC(=S)N(C)C2=O)cc1OC
    3%	?	?	15%	2%	18%	18%	-20%	1%
CSc1nc2ccc(NC(=O)c3ccc(F)c(F)c3)cc2s1
    29%	-5%	1%	?	-1%	-8%	-16%	11%	5%
O=C(CCSc1ccc(Cl)cc1)c1cccs1
    -11%	?	-24%	?	?	?	?	3%	?
CCCn1c(N)c(C(=O)CSc2nnc(C3CC3)n2Cc2ccccc2)c(=O)n(C)c1=O
    6%	-6%	-3%	-9%	0%	-10%	-1%	1%	-12%
CN=C1CC(C)(C)CC(=O)/C1=C(/O)CCCN1C(=O)c2ccccc2C1=O
    8%	-5%	-8%	8%	?	13%	13%	22%	2%

Entries of single compounds, looked up by structure. Order of values: GLP-1R agonist	SW480 rereplic	KB-3-1 cytotox	GLP-1R inv ag	KB-V1 MDR tox	HT1080NT lethal	HT1080 IDH1KD tx	TDP-43 yeast inh	HEK293 tox
Results for O=C(/C=C/c1cccc([N+](=O)[O-])c1)NCCSc1ccccc1 = 12%	-3%	24%	-25%	-3%	0%	5%	28%	-12%
Results for CCOc1ccc(/C=C2\SC(=S)N(C)C2=O)cc1OC = 3%	?	?	15%	2%	18%	18%	-20%	1%
Results for COC(=O)[C@@]12CCCN1[C@H](c1ccc(-c3ccccc3)cc1)[C@H]1C(=O)N(C)C(=O)[C@H]12 = 1%	-14%	-15%	-3%	-13%	0%	2%	-1%	11%
Results for CCCn1c(N)c(C(=O)CSc2nnc(C3CC3)n2Cc2ccccc2)c(=O)n(C)c1=O = 6%	-6%	-3%	-9%	0%	-10%	-1%	1%	-12%

Later entries:
Each structure is followed by: GLP-1R agonist	SW480 rereplic	KB-3-1 cytotox	GLP-1R inv ag	KB-V1 MDR tox	HT1080NT lethal	HT1080 IDH1KD tx	TDP-43 yeast inh	HEK293 tox
COc1cc(OC)c(OC)cc1/C=C/c1cc(C(F)(F)F)[nH]c(=O)n1
    7%	18µM*	?	30%	-9%	6%	4%	-20%	28%
O=C(Cn1nnc(-c2cccs2)n1)NCc1ccco1
    1%	0%	-4%	-3%	3%	3%	5%	4%	0%
CCN(C(=O)COC(=O)/C=C/c1ccc(C)o1)c1c(N)n(Cc2ccccc2)c(=O)[nH]c1=O
    -19%	-4%	2%	8%	3%	-16%	-1%	6%	4%
COc1ccc(-n2cc(CNCCCN3CCCC3=O)c(-c3ccccc3Cl)n2)cc1
    23%	-10%	-18%	?	-18%	2%	6%	2%	-9%
CCOC(=O)c1c(NC(=O)CSc2nnnn2C)sc(C)c1C
    1%	-1%	16%	26%	-9%	-4%	-24%	26%	2%
COc1ccc(C(=O)N2N=C(c3cccc(OC)c3)CC2(O)C(F)(F)F)cc1 (stereo not given)
    16%	-42%[inhibitor]	-16%	?	?	24%	-2%	?	7%
Cc1ccccc1SCC(=O)NNC(=O)c1ccncc1
    0%	-21%	17%	12%	4%	-17%	0%	4%	7%
C=CC[C@@H](CC(=O)N(CCO)Cc1ccccc1)C(=O)N[C@H](COC(=O)[C@@H](CC=C)CC(=O)OC(C)(C)C)Cc1c[nH]c2ccccc12
    -3%	8%	0%	8%	-30%	-26%	-25%	0%	0%
O=C(NC(=S)NC1CCSC1=O)c1cccc([N+](=O)[O-])c1 (stereo not given)
    3%	-5%	21%	?	?	0%	9%	11%	-8%
COc1ccc(S(=O)(=O)NCC2CCCN(Cc3cn(C)nc3C)C2)cc1 (stereo not given)
    -4%	-9%	1%	?	5%	1%	7%	-22%	2%
COc1ccc(C2SCC(=O)N2c2c(C)n(C)n(-c3ccccc3)c2=O)cc1OC (stereo not given)
    5%	-1%	0%	7%	10%	12%	1%	-12%	-3%
Cc1cccc(-n2ncc3c(NC(C)C)ncnc32)c1
    4%	-2%	-21%	?	-24%	-6%	-1%	11µM*	-22%
Cc1cc(NC(=O)Nc2cc(F)ccc2C)n(C)n1
    0%	-1%	-3%	27%	?	20%	24%	0%	10%
Cc1cccc(NC(=O)C2CCN(S(=O)(=O)c3ccc4c(c3)NC(=O)CO4)CC2)c1C
    -3%	-12%	15%	-14%	?	-2%	0%	-18%	-17%
CC(C)c1ccc(OCc2ccc(C(=O)O)o2)cc1
    -7%	2%	11%	-86%	?	0%	-14%	?	5%
Cn1c(Cl)c(/C=N/OC(=O)c2cccc(Cl)c2)c2ccccc21
    -11%	0%	20%	10%	-1%	20%	18%	16%	0%
O=C(O)C1CCN(C(=O)COc2ccc3c4c(c(=O)oc3c2)CCC4)CC1
    2%	1%	-2%	1%	10%	15%	22%	-14%	-1%
Cn1c(SCC(=O)Nc2ccccc2F)nc2c(c1=O)SCC2
    7%	-11%	?	8%	?	-1%	-1%	-17%	-6%
CCn1c(=O)cc(SCC(=O)Nc2ccc(C)c(F)c2)c2ccccc21
    .	.	1%	4%	3%	.	.	10%	1%
O=C(Nc1nnc(S(=O)(=O)N2CCOCC2)s1)c1cccc(Br)c1
    -6%	0%	-15%&-10%	-14%&10%	3%&1%	-28%	-21%	1%&8%	-3%&-3%
COc1ccc(C2(O)CCN(CC(=O)Nc3nccs3)CC2)c(OC)c1
    -6%	0%	11%	1%	-21%	1%	2%	-6%	3%
O=C1N[C@@H](Cc2ccccc2)C(=O)N2[C@@H]3N(S(=O)(=O)c4ccccc4)c4ccccc4[C@]3(Br)C[C@@H]12
    2%	-54%[inhibitor]	-13%	10µM*	15%	?	-25%	-6%	16%
Cc1c(NCc2cc(Cl)cc(Cl)c2O)c(=O)n(-c2ccccc2)n1C
    -6%	12%	-24%	-17%	21µM*	?	?	21%	-22%
Cc1cc2ncc(C(=O)Nc3ccsc3C(=O)O)c(C)n2n1
    9%	-8%	3%	5%	21%	15%	15%	-14%	-1%
C=CCn1c(C(C)C)nc2ccccc21
    7%	-1%	-4%	-27%	?	-3%	7%	.	0%
Cc1ccc(-n2nnnc2SCC(=O)NC2CC2)cc1C
    8%	-5%	12%	-18%	9%	-2%	-4%	6%	-5%
CSc1ccc(CN2CCN(C(C)C)C(CCO)C2)cc1 (stereo not given)
    9%	-2%	-4%	-16%	-8%	-15%	-4%	-7%	-17%
CC(Sc1nnc(NC(=O)c2cc3ccccc3oc2=O)s1)c1ccccc1 (stereo not given)
    -1%	-19%	-19%	6%	-14%	0%	2%	21%	5%

Compound activity (PubChem BioAssay)
